mcGAS RapidFire: mouse cGAS inhibition by mass spec | inhibition, % at 12.5 µM | recombinant mouse cGAS, cGAMP by RapidFire MS | hit rate 0.18% among 130,000;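 active means inhibition of cGAS enzyme activity at or above 60%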;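 further: enzyme stimulated by 45 bp dsDNA with ATP and GTP substrates; cGAMP share of summed cGAMP plus half ATP and half GTP signals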
Target sequence (Q8C6L5 whole entry, looked up): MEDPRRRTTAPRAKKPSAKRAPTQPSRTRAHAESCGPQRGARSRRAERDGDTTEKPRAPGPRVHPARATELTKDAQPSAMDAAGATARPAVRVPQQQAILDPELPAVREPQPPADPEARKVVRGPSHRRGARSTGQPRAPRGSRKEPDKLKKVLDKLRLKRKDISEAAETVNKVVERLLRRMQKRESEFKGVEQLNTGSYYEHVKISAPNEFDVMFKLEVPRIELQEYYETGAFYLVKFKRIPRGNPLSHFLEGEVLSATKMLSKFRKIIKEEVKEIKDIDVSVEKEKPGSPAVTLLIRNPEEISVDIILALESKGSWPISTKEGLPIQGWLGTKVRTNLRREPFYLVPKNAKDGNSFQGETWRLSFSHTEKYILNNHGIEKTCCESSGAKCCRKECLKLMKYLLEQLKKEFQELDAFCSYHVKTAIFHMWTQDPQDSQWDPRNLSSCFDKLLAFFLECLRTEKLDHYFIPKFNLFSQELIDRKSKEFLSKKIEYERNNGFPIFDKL
* marks the source's active call; other numbers are inactive results; & = joins results of further samples. Some of the compounds tested (hit frequency here may not be typical).

mcGAS RapidFire,compound
-12,CCOC(=O)c1cc([N+](=O)[O-])sc1NC(=O)c1nc2ccccc2s1
-2,CCN(CC)C(CNC(=O)N1CCSCC1)CC(C)C (centres undefined)
-6,CC(C)(C)OC(=O)Nc1ccc(CC(=O)NNC(=O)CC2CCS(=O)(=O)C2)cc1 (centres undefined)
-6,O=C(Nn1cnc2ccccc2c1=O)c1ccc(N2CCCCC2=O)cc1
-3,COc1ccc(-c2n[nH]c(C)c2-c2ccccc2)c(O)c1
-8,Cc1ccccc1OC1CN(C(=O)[C@@H]2C[C@@H](NC(=O)c3ccc(F)cc3)CN2)C1
-3,Cc1cc(C(=O)N2CCN(S(=O)(=O)c3ccccc3)CC2)c(C)s1
-4,CCOc1cc(C#N)ccc1Oc1cc(C)nc2ncnn12
-1,COC1(OC)C(C)(C)OC2c3ccccc3C(=O)CC2C1(C#N)C#N (centres undefined)
-2,COc1cc(OC)cc(C(=O)N2CCN(C(C(=O)NCc3ccco3)C3CCCC3)CC2)c1 (centres undefined)
8,CCN(CC1CCOC1)C(=O)/C=C/c1ccc(C#N)cc1 (centres undefined)
-3,S=C(NCC1COc2ccccc2C1)Nc1cccc(Cl)c1 (centres undefined)
8,CCN(Cc1cccs1)C(=O)CCn1c(=O)[nH]c(=O)c2ccccc21
5,Cn1c(SCC(=O)N2CCc3sccc3C2)nnc1-c1cccnc1
-7,CCCCNC(=O)C1(C)CCN1Cc1ccc(NC(C)=O)cc1 (centres undefined)
5,COc1ccc(NC(=O)C2CC2c2ccccc2F)c(OC)c1 (centres undefined)
-9,CCN(CCC#N)c1ccc(CNCC(c2ccco2)N(C)C)c(C)c1 (centres undefined)
-4,CC(NC(=O)NC1CCSCC1)c1ccc(-n2cccn2)cc1 (centres undefined)
-10,COc1ccc(-c2nnc(SCC(=O)N/N=C\c3cccc4ccccc34)n2-c2ccccc2)cc1OC
-4,Cc1cc(OCc2nc(C(C)OCC(C)C)no2)nnc1C (centres undefined)
-7,CCN(CC)S(=O)(=O)c1cccc(N=Nc2c[nH]c3ccccc23)c1
-5,O=[N+]([O-])c1cccc(C=NNP2(=O)C=C(c3ccccc3)OC(c3ccccc3)=C2)c1
-3,CCn1c(N)cc(=O)[nH]c1=O
-5,COc1cc(NC(=O)C2CCCN2C(=O)C23CC4CC(CC(C4)C2)C3)cc(OC)c1OC (centres undefined)
-7,Cc1ccc(N2CCN(C(=O)CC3C(=O)NCCN3Cc3cccs3)CC2)c(C)c1 (centres undefined)
-1,CCOC(=O)N1CCC(NC(=O)c2cnn3c(C(F)(F)F)cc(-c4ccccc4)nc23)CC1
7,O=C(c1cnn(-c2ccccc2)c1)N1CCN(S(=O)(=O)c2ccc(F)c(Cl)c2)CC1
1,COc1cc(C=NNc2nncc3ccccc23)cc(OC)c1OC
-2,COC(=O)c1cccc(C(=O)N2CCCC(N3CCN(c4ccccc4OC)CC3)C2)c1 (centres undefined)
-10,CNS(=O)(=O)c1ccc(-c2nccn2-c2ccccc2CCO)cc1
-6,CN(Cc1cnc2c(-c3ccccc3)cnn2c1)Cc1cc(C(C)(C)C)n[nH]1
-14,CN(C)Cn1nc(-c2cccnc2)n(-c2ccc(SC(F)F)cc2)c1=S
-4,COc1ccc(C(C)(C)C)cc1NC(=O)CSc1ccccn1
0,CCOc1ccc2c(c1)CN(C(=O)Nc1ccc3c(c1)CCC(=O)N3)CC2
-7,Cc1nc(C(=O)O)nn1-c1ccccc1C(C)C
-13,CCOC(=O)c1ccc(N=c2oc3cc(N(CC)CC)ccc3cc2C(N)=O)cc1
-29,CNc1ncc(C(=O)N2CCCC(C(=O)c3ccc(Cl)cc3C)C2)cn1 (centres undefined)
2,CCNc1nc(NCC)n2c(SCCOc3ccc(OCC)cc3)nnc2n1
4,CN1CCCCCC1=NS(=O)(=O)c1cccc(N)c1
5,CSc1ccc(Cn2c(C)c(C(=O)NCC(C)C)sc2=O)cc1
-2,CCOc1ccc(Cl)cc1S(=O)(=O)N1CCN(CCO)CC1
-3,c1ccc2c(-c3nnc(SCc4cscn4)n3C3CC3)c[nH]c2c1
-7,CCC(Nc1ccccc1)C(=O)N1CCN(c2ccccc2)CC1 (centres undefined)
9,O=C(c1ccc(=O)n(CCOc2ccccc2)n1)N1CCSc2ccc(Cl)cc21
3,COc1ccc(CN(Cc2ncc(Cl)n2C)C2CCS(=O)(=O)C2)cc1 (centres undefined)

Among those listed so far, these have a thiophene ring, fused or not.
mcGAS RapidFire,compound
-12,CCOC(=O)c1cc([N+](=O)[O-])sc1NC(=O)c1nc2ccccc2s1
-3,Cc1cc(C(=O)N2CCN(S(=O)(=O)c3ccccc3)CC2)c(C)s1
8,CCN(Cc1cccs1)C(=O)CCn1c(=O)[nH]c(=O)c2ccccc21
5,Cn1c(SCC(=O)N2CCc3sccc3C2)nnc1-c1cccnc1
-7,Cc1ccc(N2CCN(C(=O)CC3C(=O)NCCN3Cc3cccs3)CC2)c(C)c1 (centres undefined)

An excerpt from above in order of the mcGAS RapidFire value, ascending:
mcGAS RapidFire,compound
-13,CCOC(=O)c1ccc(N=c2oc3cc(N(CC)CC)ccc3cc2C(N)=O)cc1
2,CCNc1nc(NCC)n2c(SCCOc3ccc(OCC)cc3)nnc2n1
5,CSc1ccc(Cn2c(C)c(C(=O)NCC(C)C)sc2=O)cc1

The list goes on.
mcGAS RapidFire,compound
0,Cn1nc(C(=O)Nc2ccc3c(c2)CCC3)c2ccccc2c1=O
-20,O[C@@H]1C[C@H]2CN(CCOc3ccc(Cl)cc3)C[C@H]2C[C@@H]1O
21,N#C/C(=C\c1ccc[nH]1)c1nc2ccc(C(F)(F)F)cc2s1
-6,CC(=O)N1CCCN(C(=O)Cc2cccs2)c2ccccc21
-10&44,CC12C=CC(O1)C1C(=O)N(c3ccc(N4CCOCC4)cc3)C(=O)C12 (centres undefined)
58,O=C1NC2(CCCC2)C(=O)N1CCS(=O)(=O)Oc1ccccc1Br
56,O=[N+]([O-])c1ccccc1SN(Sc1ccccc1[N+](=O)[O-])c1nccs1
17,Cc1c(C(C)NC(=O)CN2CCCC2=O)cnn1-c1ccccn1 (centres undefined)
-24,FC(F)(F)c1cccc(CCC2CCCN(Cc3ccncc3)C2)c1 (centres undefined)
-9,Cc1csc(-c2nonc2NC(=O)c2ccc(C(F)(F)F)cc2)n1
-4,Cc1nc(CC(=O)N2Cc3ccccc3CC2C(N)=O)cs1 (centres undefined)
-3,CCN(CC)S(=O)(=O)c1ccc(Cl)c(C(=O)Nc2ccc(C(C)=O)cc2)c1
9,COCCCN(C)CCNC(=O)C(C)(C)c1ccc(C)cc1
-1,Cc1sc(NC(=O)c2ccco2)c(C(c2cccnc2)N2CCN(CCO)CC2)c1C (centres undefined)
-7,CCOC(=O)N1CCN(C(c2ccc(F)cc2)C2Sc3nc(C)nn3C2=O)CC1 (centres undefined)
-6,C=CCNc1nnc(SCC(=O)c2c(N)n(CC(C)C)c(=O)n(C)c2=O)s1
-17,CCCc1cc(CN(C)C(=O)c2c(C)cc(C)[nH]c2=O)[nH]n1
-10,c1ccc(Cc2nc(CCc3cccnc3)n[nH]2)cc1
-11,Cn1ncc2c(N3CCN(C(=O)N4CCOCC4)CC3)nc(C(C)(C)C)nc21
3,COCCOCC(=O)N1CCOC(c2ccc(Cl)c(Cl)c2)C1 (centres undefined)
-6,NCCCC[C@H](N[C@@H](CCc1ccccc1)C(=O)O)C(=O)N1CCC[C@H]1C(=O)O
-2,Oc1ccc(C2=Nn3c(nnc3-c3ccccc3Cl)SC2)cc1O
0,CC(C)NC(=O)Cn1nnc(-c2ccccc2Cl)n1
-6,CC(C)(C)C(=O)COC(=O)Cc1ccc(Br)cc1
-10,Cc1ccc(C(C)C)c(OCc2ccc(C(=O)N/N=C3\CCCC(=O)C3)cc2)c1
-5&-1,Cc1cccc(N(C)CC(=O)Nc2nccs2)c1C
-15,Fc1ccccc1CC1CCN(Cc2cnc(NCC3CCCO3)nc2)CC1 (centres undefined)
-7,Cc1cccc(CC(C)NC(=O)CCCn2nnnc2CN2CCOCC2)n1 (centres undefined)
-10,COc1ccccc1CCCNc1nc(C)nc2c1cnn2C
-4,CCC(C)n1c(C)cn2c3c(=O)[nH]c(=O)n(C)c3nc12 (centres undefined)
-7,Cc1nc2ccc(CC(=O)NCC(=O)NC3CC3)cc2[nH]1
-2,CCc1ccc(S(=O)(=O)Nc2ccc3c(c2)C(=O)Nc2cc(Cl)ccc2O3)s1
-5,Cc1noc(CCCC(=O)NCC(C)N2CC(C)OC(C)C2)n1 (centres undefined)
2,C[C@H]1O[C@@H](O[C@H]2[C@@H](O)C[C@H](O[C@H]3[C@@H](O)C[C@H](O[C@H]4CC[C@@]5(C)[C@H](CC[C@@H]6[C@@H]5C[C@@H](O)[C@]5(C)C(C7=CC(=O)OC7)CC[C@]65O)C4)O[C@@H]3C)O[C@@H]2C)C[C@H](O)[C@@H]1O (some centres undefined)
-8,CN(Cc1ccc(C(C)(C)C)cc1)C(=O)NCCNC(=O)c1ccccc1
-4,O=C(NC1CC1)C(Nc1cccc(N2CCOCC2)c1)c1ccccc1 (centres undefined)
1,COCCN1C(=O)CC(N2CCN(S(=O)(=O)c3cccc(C(F)(F)F)c3)CC2)C1=O (centres undefined)
5,CSc1cccc(NC(=O)c2csc(C)n2)c1
-8,CCOC(=O)c1nc(C(=O)OCC)c2c(C)nn(C)c2n1
-9,COCCNC(=O)C1(C)CCN1C1Cc2ccccc2C1 (centres undefined)
-7,COC(=O)Cn1cc(CN2CCCC(Nc3ccc(OC)c(OC)c3)C2)c2ccccc21 (centres undefined)
-3,CC(C)CCCC(C)NC(=O)Cn1c(=O)c(=O)[nH]c2ccccc21 (centres undefined)
4,CCN(CC)C(=O)[C@]1(c2ccccc2)C[C@@H]1CN
-1,CCC(CC)(CNC(=O)OC(C)(C)C)NS(C)(=O)=O
-6,O=S(=O)(c1ccccc1Br)N1CCCC1c1nc2ccccc2s1 (centres undefined)
-21,CCc1ccc(S(=O)(=O)NCC2CN(c3ccc(OC)cc3)C(=O)O2)s1 (centres undefined)
-2,Nc1nnc(SC(C(=O)N2CCCCC2)c2ccccc2)s1 (centres undefined)
-2,O=C(c1ccc[nH]c1=O)N(Cc1ccc(C(F)(F)F)cc1)C1CC1
-26,O=C(O)[C@H]1C[C@@H](C(=O)NC2CC2)CN(Cc2cc3c(cc2Cl)OCO3)C1
-2,CC(NC(=O)C/C=C/c1cccc(F)c1)C(O)Cc1ccccc1 (centres undefined)
-4,COc1ccccc1NC(=O)NCC(=O)N1CCC2(CC1)Nc1ccccc1S(=O)(=O)N2
0,Cc1cccc(C)c1NC(=O)CN1CCN(Cn2nc(C)c3c(C)onc3c2=O)CC1
-6,CC(C)N=c1ccc(C#N)cn1C(=O)C1CC(=O)N(c2ccccc2Cl)C1 (centres undefined)
-3,CC(Cn1ccnc1)NC(=O)C1(C)CC1(Cl)Cl (centres undefined)
-11,Cc1cc(N2CCCC(OC(=O)c3cc(C#N)cn3C)C2)nc(C)n1 (centres undefined)
-11&0,Brc1ccccc1C=Nc1ccc2c(c1)OCO2
-5,CCOCCOC1CCCN(C(=O)c2ccc(F)cc2)C1 (centres undefined)
-1,CCOC(=O)c1nc[nH]c1C
2,O=C(O)Cn1cccn1
0,COc1ccc2c(c1)SC(C)C(=O)N2Cc1ccc2ccccc2c1 (centres undefined)

Among those listed so far, six have a CF3 group:
mcGAS RapidFire,compound
-1,CCOC(=O)N1CCC(NC(=O)c2cnn3c(C(F)(F)F)cc(-c4ccccc4)nc23)CC1
21,N#C/C(=C\c1ccc[nH]1)c1nc2ccc(C(F)(F)F)cc2s1
-24,FC(F)(F)c1cccc(CCC2CCCN(Cc3ccncc3)C2)c1 (centres undefined)
-9,Cc1csc(-c2nonc2NC(=O)c2ccc(C(F)(F)F)cc2)n1
1,COCCN1C(=O)CC(N2CCN(S(=O)(=O)c3cccc(C(F)(F)F)c3)CC2)C1=O (centres undefined)
-2,O=C(c1ccc[nH]c1=O)N(Cc1ccc(C(F)(F)F)cc1)C1CC1

(cont.)
mcGAS RapidFire,compound
1,O=c1[nH]c2ccc(S(=O)(=O)Nc3ccccc3Oc3ccccc3Cl)cc2o1
10,O=C(Cn1nc(C(F)(F)F)c2c1CCCC2)NC1CCCC1
-17,CCCCCCn1c(CN2CCN(CCO)CC2)nc2c1c(=O)n(C)c(=O)n2C
-8,COc1ccc(C(NC(C)=O)C2CCCc3ccccc3C2=O)cc1 (centres undefined)
-12,CC(=O)Nc1ccc(-c2ccc(S(=O)(=O)N(C)CC(=O)N(C)C)cc2)cc1
14,CN(Cc1ccccc1)S(=O)(=O)N1C[C@H]2CC=CC[C@H]2C1
-4,COCCn1c(SCc2coc(-c3ccccc3)n2)nc2ccccc2c1=O
3,CCOC(=O)c1nnc2n(c1=O)CCN2c1ccc(OC)cc1
-7,CSCCC(=O)N(Cc1ccsc1)CC(C)C
-5&7,CNCCc1ccccn1
-3,C=CCc1ccc2ccccc2c1OCCN(C)C
-1,Cc1ccc2nc(C(C)Nc3nc(C)nc4c3cnn4C)[nH]c2c1 (centres undefined)
1,O=C(CCc1nnc(Cc2cccc(C(F)(F)F)c2)o1)NCCc1ccco1
-18,COc1cc(NC(=O)CCC2CCCN(C3CCSCC3)C2)cc(OC)c1 (centres undefined)
31,Cc1nnc(NC(=O)c2cccs2)s1
-13,COCC1(c2nc(CN3CCN(C)CC3)no2)CCC1
-5,O=C(/C=C/c1ccc(Br)o1)N1CCN(c2ccccn2)CC1
